# Bioassay records as filed in PubChem BioAssay.
# bIAP inh – bovine intestinal alkaline phosphatase inhibitors, primary screen, selectivity assay for TNAP inhibitor project, biochemical, bovine IAP, CDP-star luminescence; purified bovine IAP, 30 min; inhibition, % at 20 µM; 190,000 tested, under 10 active;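 active = over 50% inhibition of intestinal alkaline phosphatase at 20 µM in the single-dose screen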
#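 Incubation: 30 min reaction at room temperature / Material: purified bovine intestinal alkaline phosphatase (IAP) enzyme / Input: enzyme at 1/65,000,000 dilution / Dosing: 20 µM single dose / Signal: CDP-star luminescence signal / Reagent: CDP-star chemiluminescent phosphatase substrate, 30 µM final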
# TNAP act hiacc – TNAP activators at high phosphate acceptor level, primary screen, biochemical, luminescence, uHTS. purified TNAP, CDP-star luminescence, 1 M DEA, 30 min; active compounds read high; 0 = EDTA background, 1 = DMSO-only activity. activation factor at 20 µM. 200,000 tested, under 10 active;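 active = activation factor at least 2 at 20 µM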
# Target sequence (P05186 whole entry, looked up): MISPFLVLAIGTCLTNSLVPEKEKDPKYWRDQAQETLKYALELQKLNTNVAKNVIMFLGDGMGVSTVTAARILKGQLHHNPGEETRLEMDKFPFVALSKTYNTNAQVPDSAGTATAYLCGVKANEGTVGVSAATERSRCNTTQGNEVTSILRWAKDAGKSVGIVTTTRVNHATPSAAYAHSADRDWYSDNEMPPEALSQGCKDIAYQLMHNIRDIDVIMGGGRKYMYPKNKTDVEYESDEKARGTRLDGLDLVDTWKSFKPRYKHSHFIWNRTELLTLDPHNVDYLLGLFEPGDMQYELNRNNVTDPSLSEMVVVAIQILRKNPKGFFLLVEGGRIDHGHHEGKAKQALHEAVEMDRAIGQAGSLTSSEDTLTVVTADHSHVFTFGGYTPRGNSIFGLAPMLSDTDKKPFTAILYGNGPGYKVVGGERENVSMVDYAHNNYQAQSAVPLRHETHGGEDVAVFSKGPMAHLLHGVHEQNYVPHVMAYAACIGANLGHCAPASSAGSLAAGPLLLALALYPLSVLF
#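 Assay system: human TNAP; Input: enzyme diluted 1/800 final; Reagent: CDP-star luminogenic substrate at 100 µM final; Timing: 30 min, room temperature; Signal: luminescence; Evaluation: TNAP activation factor scaled between EDTA and DMSO control wells.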
# PPARg SRC-2 ag – agonists of PPARg-SRC-2 recruitment, primary screen, biochemical, HTS; Peroxisome proliferator-activated receptor gamma (Homo sapiens), P37231; PPARgamma LBD-SRC-2 recruitment; activation, % at 8 µM; hit rate 0.34% among 200,000; AID 1032, 2008; in the data active = activation above about 22%;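 note: 0% = vehicle and 100% = reference agonist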
# Target sequence (P37231 whole entry, looked up, the tested form may be a part): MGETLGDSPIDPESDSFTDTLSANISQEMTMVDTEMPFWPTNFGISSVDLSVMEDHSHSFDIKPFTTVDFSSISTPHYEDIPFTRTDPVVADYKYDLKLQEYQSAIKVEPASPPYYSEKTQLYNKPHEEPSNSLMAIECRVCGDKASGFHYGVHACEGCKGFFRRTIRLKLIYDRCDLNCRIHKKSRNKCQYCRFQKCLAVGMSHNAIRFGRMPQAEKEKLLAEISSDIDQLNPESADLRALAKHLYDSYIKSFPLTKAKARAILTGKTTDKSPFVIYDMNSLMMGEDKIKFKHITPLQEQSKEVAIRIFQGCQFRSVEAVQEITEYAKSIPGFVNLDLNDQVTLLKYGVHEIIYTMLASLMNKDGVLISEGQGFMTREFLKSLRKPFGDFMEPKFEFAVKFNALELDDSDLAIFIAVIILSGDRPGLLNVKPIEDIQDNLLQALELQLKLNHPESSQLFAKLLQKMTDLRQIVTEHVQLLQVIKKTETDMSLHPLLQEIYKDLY
# PPARg SRC-1 ag – PPARgamma agonists recruiting SRC-1 coactivator, primary screen, biochemical. Peroxisome proliferator-activated receptor gamma (Homo sapiens), P37231. PPARgamma-SRC-1 coactivator recruitment biochemical assay. activation, % at 8 µM. hit rate 0.41% among 200,000. AID 631, 2007; in the data active = activation above about 19%;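 note: 0% = DMSO and 100% = reference agonist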
# STAT3 blocker – IL-6 driven STAT3 reporter inhibitors, primary screen, U3A cells, luciferase, luminescence, MLSCN library; IL-6 STAT3-luciferase reporter; host cell line lacks STAT1; inhibition, % at 5.5 µM; hit rate 0.89% among 190,000; AID 862, 2007;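 active = inhibition above the mean inhibition across all screened compounds plus 3 SD, cut at about 44% in these data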;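 note: 0% = DMSO only wells and 100% = 100 µM nifuroxazide control wells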
# STAT3 act – IL-6 driven STAT3 reporter potentiators, primary screen, U3A cells, luciferase, luminescence, MLSCN library. IL-6 STAT3-luciferase reporter; 100% = signal with IL-6 EC80 alone. activation (% of control), % at 5.6 µM. AID 871, 2007. hit rate 0.91% among 190,000;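 active = activation above the screen-wide mean of compound activation plus 3 SD, cut at about 130% in these data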;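 note: 0% = background luminescence of wells with medium and substrate only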
#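 System – human U3A cells carrying STAT3-luciferase construct · Probe or stimulus – Interleukin-6, 33 ng/mL · Schedule – compound 1 h, then IL-6 6 h at 37 °C · Signal – luminescence from STAT3-driven luciferase reporter · Evaluation – percent of IL-6-only median luminescence · Benchmarks – IL-6-only high control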
# bIAP activator – bovine intestinal alkaline phosphatase activators, primary screen, biochemical, bovine IAP, CDP-star luminescence. alkaline phosphatase, intestinal [Bos taurus]. purified bovine IAP, 30 min; active compounds read high; fold of DMSO-control signal, blank-subtracted. activation factor at 20 µM. hit rate 0.17% among 200,000;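 active = activation factor of 2 or more at 20 µM, a signal rise over negative controls twice the positive control's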
# PPARg SRC3 recr – PPARgamma agonists recruiting SRC-3 coactivator, primary screen, biochemical; Peroxisome proliferator-activated receptor gamma (Homo sapiens), P37231; biochemical PPARgamma/SRC-3 coactivator recruitment assay; activation, % at 8 µM; hit rate 0.26% among 200,000; AID 731, 2007; in the data active = activation above about 23%;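 note: 0% = DMSO and 100% = reference agonist; some compounds past the cut are filed as inactive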
# STAT1 inh – STAT1 signaling inhibitors, primary screen, cell-based, HTS, luciferase reporter; inhibition, % at 5.5 µM; AID 920, 2007; hit rate 0.35% among 200,000; NIH 3T3 STAT1-luciferase reporter, IFN-gamma, luminescence;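 active = inhibition above a set limit, the mean inhibition across all tested compounds plus 3 SD, cut at about 34% in these data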;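 note: 0% = IFN-gamma with DMSO and 100% = IFN-gamma with 300 µM nifuroxazide; values of inactives mirror those of a sister screen read the other way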
# TR-FRET SRC-2 ct – TR-FRET signal artefacts, primary screen, artefact control for PPARgamma SRC-2 agonist project, biochemical | TR-FRET ratio at 8 µM | TR-FRET artefact counter-screen; active compounds read high | AID 1049, 2008 | hit rate 0.4% among 200,000; in the data active = TR-FRET ratio above about 2000; note: inactives centre near 1500
# ROMK mod – ROMK potassium channel modulators, primary screen, cell-based, thallium flux, MLSMR library. B-score at 10 µM. hit rate 2% among 130,000. ATP-sensitive inward rectifier potassium channel 1 (Homo sapiens), P48048. Tet-inducible ROMK, thallium flux fluorescence; actives lie on both sides;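 active = signal ratio slope over the read window, or its plate-corrected B-score, at least 3 SD from the plate mean, either direction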;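 note: B-score of the F/F0 ratio slope over 7 to 12 s after thallium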
# Active calls of the source: *; / = no result given.
SMILES,bIAP inh,TNAP act hiacc,PPARg SRC-2 ag,PPARg SRC-1 ag,STAT3 blocker,STAT3 act,bIAP activator,PPARg SRC3 recr,STAT1 inh,TR-FRET SRC-2 ct,ROMK mod
O=[N+]([O-])c1ccc2nc(SCc3cn4ccccc4n3)[nH]c2c1,/,0.9,4,-3,-6,101,0.4,6,2,1438,/
COc1ccc(N2CC(O)=C(c3nc(-c4ccc(Cl)cc4)cs3)C2=N)cc1,6,1,7,3,7,100,0.9,0,4,1656,0.56
COc1ccc2c(c1)NC1(O)c3ccccc3C(=O)C21O (stereo unspecified),7,1.1,2,6,7,97,0.9,10,3,1630,/
O=C(O)c1cnc(-c2ccccc2)nc1Oc1ccc(Cl)cc1,-1,1,4,7,-8,108,1,3,-5,1682,0.097
Cc1cccc(-c2nc3c(c(SCC(=O)N4CCOCC4)n2)CCCC3)c1,9,1,-10,-4,-2,105,0.9,-10,-1,1374,/
COc1ccc(Br)cc1-c1noc(-c2ccncc2)n1,4,1.1,-3,4,20,87,1,17,-2,1627,1.3
COc1ccc(-c2nn(-c3ccccc3)cc2/C=C/C(=O)N2CCOCC2)cc1OC,-16,1,3,13,9,94,1.2,7,8,1610,0.45
Cc1cccc(-c2nnc(NC(=O)c3cccs3)s2)c1,7,1,9,-3,7,94,0.9,1,-7,1579,1.3
COC(=O)C1CCN(C(=O)COC(=O)c2ccc(OC)c(S(=O)(=O)N3CCCc4ccccc43)c2)CC1,-17,1,-2,-10,-11,114,1.2,0,-4,1554,-0.43
Cc1cc(C)c(C)c(OCC(=O)NCc2nc(-c3ccccc3)no2)c1,12,1.1,7,-1,11,95,0.9,-3,-5,1565,/
N=c1c2c(-c3ccccc3)c(-c3ccccc3)n(Cc3ccco3)c2ncn1CCCN1CCOCC1,-15,1.1,8,6,-2,105,1.1,6,-10,1622,-2.8*
CC(/C=N/NC(=O)c1cc(-c2ccccc2)nc2ccccc12)=C\c1ccco1,28,1,-9,-5,-5,103,0.7,5,6,1487,/
CCn1c(Cc2ccccc2)nnc1SCC(=O)Nc1ccc(N)cc1,5,1,10,3,1,99,1,1,-6,1652,-0.19
CC(=O)N/C(=C/c1ccccc1)C(=O)NCCO,10,1.1,4,6,4,101,0.9,5,-2,1507,/
O=C(CCSCCC(=O)NCc1ccco1)NCc1ccco1,5,1,5,6,6,100,0.9,-3,-11,1461,/
COc1ccccc1NC(=O)N1CCN(c2ccccc2F)CC1,12,1,0,6,16,88,0.9,4,4,1683,-0.28
CCC(OC(=O)c1cccs1)C(=O)NCc1ccc(C)cc1 (stereo unspecified),-29,1.1,3,5,12,92,1.3,3,10,1757,-1.2
COc1ccc(N2CC(O)=C(c3nc4ccccc4s3)C2=N)cc1,-9,1.1,12,5,-4,108,1.1,16,-10,1655,/
CC(C)C(=O)NC(c1ccco1)c1c(O)ccc2ccccc12 (stereo unspecified),4,1.1,1,3,7,95,1,-5,-1,1605,/
O=C(NCCC1=CCCCC1)C1CCN(S(=O)(=O)c2cnc[nH]2)CC1,-10,1,-2,3,9,95,1.1,21,3,1640,0.33
CNC(=O)COc1ncnc2sccc12,8,1,3,1,-4,102,0.9,-2,0,1409,1.2
CCc1nnc(NC(=O)C2CCN(c3nc(C)cc(C)n3)CC2)s1,3,1.1,-9,-3,10,95,1,-4,7,1435,2.2*
O=C(NC1CC1)c1c[nH]c2ccc(S(=O)(=O)Nc3cccc(C(F)(F)F)c3)cc2c1=O,1,1,6,1,24,85,1,0,1,1656,/
COc1ccc(/C=N/NC(=O)C(=O)Nc2ccccn2)cc1OC,-29,1,2,4,-21,118,1.3,11,1,1476,0.85
c1cnn(-c2nc(N3CCOCC3)nc(N3CCOCC3)n2)c1,5,1.1,-6,-4,-13,115,1,0,-5,1458,/

# Complete entries as entered above. Screens in order: bIAP inh	TNAP act hiacc	PPARg SRC-2 ag	PPARg SRC-1 ag	STAT3 blocker	STAT3 act	bIAP activator	PPARg SRC3 recr	STAT1 inh	TR-FRET SRC-2 ct	ROMK mod
# Record of O=[N+]([O-])c1ccc2nc(SCc3cn4ccccc4n3)[nH]c2c1 : /	0.9	4	-3	-6	101	0.4	6	2	1438	/
# Record of COC(=O)C1CCN(C(=O)COC(=O)c2ccc(OC)c(S(=O)(=O)N3CCCc4ccccc43)c2)CC1 : -17	1	-2	-10	-11	114	1.2	0	-4	1554	-0.43

# The listing picks up, repeating the three entries before the break.
SMILES,bIAP inh,TNAP act hiacc,PPARg SRC-2 ag,PPARg SRC-1 ag,STAT3 blocker,STAT3 act,bIAP activator,PPARg SRC3 recr,STAT1 inh,TR-FRET SRC-2 ct,ROMK mod
O=C(NC1CC1)c1c[nH]c2ccc(S(=O)(=O)Nc3cccc(C(F)(F)F)c3)cc2c1=O,1,1,6,1,24,85,1,0,1,1656,/
COc1ccc(/C=N/NC(=O)C(=O)Nc2ccccn2)cc1OC,-29,1,2,4,-21,118,1.3,11,1,1476,0.85
c1cnn(-c2nc(N3CCOCC3)nc(N3CCOCC3)n2)c1,5,1.1,-6,-4,-13,115,1,0,-5,1458,/
O=C(NCCCO)/C(=C/c1ccco1)NC(=O)c1ccc(Br)o1,41,1,1,7,2,98,0.6,5,1,1620,0.22
O=C(CNC(=O)C1CCCCC1)Nc1cc(Cl)cc(Cl)c1,17,1,1,-4,4,102,0.8,0,-2,1344,/
Nc1c([N+](=O)[O-])cnnc1-c1ccccc1,-7,1,5,3,0,100,1.1,5,9,1673,-0.046
Cc1ccc(-c2ccc(SCC(=O)NCC3CCCO3)nn2)cc1 (stereo unspecified),3,1,0,3,10,99,1,-1,-4,1779,-0.024
c1ccc(OCc2nc3c4c(ncn3n2)-c2ccccc2CC42CCCC2)cc1,-4,1,10,-2,9,95,1,-2,8,1585,-0.084
CON/C=C(\C=Nc1ccc(F)cc1)c1ncc(C(F)(F)F)cc1Cl,17,1,5,6,-6,114,0.8,7,-3,1699,/
COc1cc2c(cc1C=O)OC(C)C2 (stereo unspecified),24,1,7,2,5,98,0.8,2,8,1817,0.85
Cc1ccc(C(=O)Nc2ncc3c(Cl)cccc3n2)cc1,3,1,1,10,63*,48,1,11,-15,1657,/
O=C(NCc1ccccn1)c1cnc2sccn2c1=O,2,1,6,7,10,95,1,7,3,1650,/
CC(NC(=O)c1ccc(NS(C)(=O)=O)cc1)c1ccccc1 (stereo unspecified),10,1.1,15,1,4,100,0.9,-4,8,1533,-0.69
COc1ccc(/C=N/NC(=O)c2ccc3c(c2)OCCO3)cc1[N+](=O)[O-],15,1,-5,-9,4,94,0.8,-1,-10,1457,/
Cc1ccc(C(C(=O)NCc2ccco2)N(C(=O)CNC(=O)c2cccs2)c2c(C)cc(C)cc2C)cc1 (stereo unspecified),-9,1,1,6,-6,107,1.1,-9,-4,1370,/
O=C(CSc1nnc(NC(=O)C2CCC2)s1)Nc1ccc(N2CCOCC2)cc1,-4,1,6,2,0,104,1,-3,2,1517,-0.002
Cc1oc(CC(C)C)cc1C(=O)NCCCC(=O)O,-4,1,-3,1,7,99,1,2,-1,1510,0.037
Nc1nnc(SCc2cc3c(cc2Cl)OCO3)s1,15,1,0,-3,5,98,0.8,3,-6,1554,/
CN(C)CCOC(=O)Cc1ccc(Cl)cc1,9,1,-6,6,3,101,0.9,-2,-6,1485,0.6
O=C(NCc1ccccc1)c1ccc(-c2ccccc2C(F)(F)F)o1,-12,1,-1,2,-2,100,1.1,-3,3,1530,-1.3
O=C(NCCCN1CCCC1=O)c1ccc2c(c1)ncn2C1CCCCC1,6,1.1,22*,-2,-1,101,0.9,0,1,1531,-0.95
Cn1cnnc1SCC(=O)NC(=O)NC1CCCC1,-1,1,-1,6,4,100,1,6,3,1670,/
O=C(NNS(=O)(=O)c1ccc(F)c(Cl)c1)c1cccc(S(=O)(=O)N2CCOCC2)c1,-54,1,5,7,5,98,1.5,4,8,1643,/
COc1ccc(C(=O)OCC(=O)NC(=O)NC2CCCC2)c(OC)c1,-3,1.1,0,4,7,96,1,1,-6,1715,-0.52
Cc1cccc(N2C(N)=C(C#N)C(C#N)(C#N)C2c2ccccc2)c1 (stereo unspecified),23,1,-6,-5,7,99,0.8,-5,4,1445,/
CS(=O)(=O)N1CCn2c1nc1ccccc12,4,1.1,-8,-4,-1,106,1,-6,-13,1469,0.46
COc1ccc(N(C(=O)/C=C/c2ccc(OC)c(OC)c2)C2=CC3CCC(C2)N3C)cc1 (stereo unspecified),-5,1,2,-1,12,97,1,0,4,1557,0.64
CCN(CC)c1ccc(/C=N/OC(C)C(=O)Nc2ccc(C)cc2)cc1 (stereo unspecified),5,1.1,10,-6,-6,106,1,-2,2,1522,/
Cc1cc(C(=O)CSc2nnnn2-c2ccccc2)c(C)n1-c1ccc2c(c1)OCO2,9,1,6,3,-8,107,0.9,-2,6,1689,0.12
CN1CCN(NC(=O)c2cccc(S(=O)(=O)N3CCCCCC3)c2)CC1,6,1,-4,7,7,104,0.9,0,-15,1613,0.46

# Among those listed so far, these contain two or more sulfur atoms:
SMILES,bIAP inh,TNAP act hiacc,PPARg SRC-2 ag,PPARg SRC-1 ag,STAT3 blocker,STAT3 act,bIAP activator,PPARg SRC3 recr,STAT1 inh,TR-FRET SRC-2 ct,ROMK mod
Cc1cccc(-c2nnc(NC(=O)c3cccs3)s2)c1,7,1,9,-3,7,94,0.9,1,-7,1579,1.3
O=C(CSc1nnc(NC(=O)C2CCC2)s1)Nc1ccc(N2CCOCC2)cc1,-4,1,6,2,0,104,1,-3,2,1517,-0.002
Nc1nnc(SCc2cc3c(cc2Cl)OCO3)s1,15,1,0,-3,5,98,0.8,3,-6,1554,/
O=C(NNS(=O)(=O)c1ccc(F)c(Cl)c1)c1cccc(S(=O)(=O)N2CCOCC2)c1,-54,1,5,7,5,98,1.5,4,8,1643,/
